West Nile antiviral: inhibition of WNV-induced cytopathic effect – cell-based, CPE readout (AID 1621) | West Nile virus-infected cells, CPE inhibition; higher % means a stronger effect | CPE inhibition, % at 10 µM, or IC50 in µM where a hit was titrated | 290,000 tested, 0.02% active; in the data active = a potency from the dose series; inconclusive = CPE inhibition mostly from about 3.7% at the one dose, without a potency; inactive = the rest, 99 in 100 with CPE inhibition below about 2.2%; also: strong numbers were not always called active
Autophagy mod: alters autophagy in cells. calls only at 10 µM (by protocol). MEF GFP-LC3 puncta imaging; test concentration mostly 10 µM. 190,000 tested, 0.98% active;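 active = percentage of spot-positive cells more than 3 SD above its plate mean, without a fluorescence outlier flag or 80% toxicity; inconclusive = no clear call, values can overlap the other calls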;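 also: spot-positive cell cutoff set from DMSO-treated cells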
WT yeast gro inh: growth inhibition of WT yeast, mitochondrial fusion screen | 190,000 tested, 2.1% active | inhibition, % at 10 µM | AID 1362 | mitochondrial fusion phenotypic screen, WT strain; in the data active = inhibition above about 58%; tested in S. cerevisiae
T cell HTS: T cell immune modulators affecting CD8 T cell-vesicle binding; 2C CD8+ T cell-vesicle binding, flow cytometry; active compounds read low; calls only at 7 µM; 330,000 tested, 0.068% active;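 active = response, share of CD8 T cells binding vesicles, and their 90th percentile fluorescence all below set limits, cut at about 80% in these data, passing the limit was not always enough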
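System: murine 2C transgenic CD8+ T lymphocytes; also added: QL9-loaded Drosophila micro-vesicles; times: binding 1.5 h at 37 °C; measured by: flow cytometry, PE anti-B7-1 (FL2) versus Alexa647 anti-CD8 (FL8), PFA-fixed; control set: Peptide-free naked vesicles (low) and QL9 vesicles with 0.7% DMSO vehicle (high)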
Lipid droplet: modulators of hepatic lipid droplet formation; AML12 mouse hepatocytes, oleate lipid droplets, BODIPY imaging; inhibition, % at 6.5 µM; 240,000 tested, 0.4% active; AID 1656;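 active = lipid droplet intensity inhibited by at least 50%, with more than 500 cells counted; inconclusive = wells with under 300 cells, treated as cytotoxic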
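Material: mouse AML12 hepatocyte cell line, fixed after treatment; Timing: compound with oleate, overnight; Technique: high-content imaging of BODIPY-stained droplets and DAPI nuclei; Probe or stimulus: oleate, 100 µM final; Dosing: compound at 6.5 µM only.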
bCat nuc transl: modulators of beta-catenin nuclear translocation; HeLa beta-catenin nuclear translocation, immunofluorescence imaging; 190,000 tested, 0.3% active; AID 1665; nuclear translocation activity, % at 5 µM;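 active = nuclear translocation activity above 50% at 5 µM, with a well cell count of 50 or more; inconclusive = wells under 50 cells across six images, flagged as toxic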;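 also: per-cell ratio of nuclear to cytoplasmic median beta-catenin stain intensity; plate controls were DMSO negative control for no effect and GSK-3 inhibitor IX positive control for full effect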
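Test system: human HeLa cells, endogenous beta-catenin. Times: 24 h compound exposure, 37°C. Measured by: beta-catenin immunofluorescence imaging with DAPI.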
Ins promoter up: MIN6 insulin promoter up-regulation | MIN6 insulin promoter-GFP reporter, high-content imaging; active compounds read high | z-score at 5 µM | 190,000 tested, 0.3% active;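 active = z-score above 3 at 5 µM with at least 500 cells counted in the well; inconclusive = wells under 500 cells, flagged as cytotoxic or low count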
Myeloid diff 2: myeloid differentiation induction; 360,000 tested, 1% active; calls only at 10 µM; AID 624256; ER-HoxA9 myeloid progenitors, lysozyme-GFP differentiation, flow cytometry;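 active = normalized GFP-positive differentiation at or above the plate's own cutoff, the solvent-only control mean plus 3 SD; inconclusive = no clear call, values can overlap the other calls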;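 also: cells exposed to compound for four days before flow analysis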
MT stabilizer: stabilizes microtubules in HeLa cells; HeLa tubulin immunostaining HCS, 24 h; share of cells brighter than vehicle mean+2SD; AID 2205; % tubulin-high responders, % at 10 µM; 200,000 tested, 0.83% active;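 active = plate Z-score above 3 for both tubulin-high and condensed-nucleus cell shares, with cell loss under 80%, at 10 µM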;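 also: anti alpha tubulin signal scored within the nucleus-defined area of each cell; some results filed as inactive read as strong as hits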
WT yeast gro inh mutant strain: recorded beside WT yeast gro inh, whose call it bears; inhibition, %; mitochondrial fusion phenotypic screen, mutant strain inhibition
Ins promoter up cell count: further read-out of Ins promoter up, marked with its call; cell count; measured here: cytotoxicity, nuclei count;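 total cells summed across four imaged fields per well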
Lipid droplet cells 6.5 µM: second read-out of Lipid droplet, no call of its own (marks repeat the call); cell count; measured here: cell count, cytotoxicity flag;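 cells counted across two imaged fields per well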
bCat nuc transl cell count 5 µM: also measured in bCat nuc transl; calls as there; cell count; measured here: cell count, cytotoxicity flag
T cell HTS vesicle-bound %: further read-out of T cell HTS, marked with its call; double positive events, %; measured here: CD8+ vesicle-bound cell fraction;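 binding gate set so that unloaded-vesicle control wells show 10% double positive cells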
MT stabilizer Hoechst-high %: second read-out of MT stabilizer, no call of its own (marks repeat the call); % Hoechst-high responders; measured here: nuclear condensation Hoechst responders;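 share of cells brighter than vehicle mean plus two SD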
MT stabilizer cytotoxicity %: further read-out of MT stabilizer, marked with its call; toxicity, %; measured here: cytotoxicity by cell density;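 0% = mean cell density of plate MIN control wells and 100% = no cells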
Autophagy mod cell loss 18 h: also measured in Autophagy mod; calls as there; toxicity, %; measured here: cell loss, nuclei count;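 cell loss after 18 h compound exposure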
Myeloid diff 2 GFP+ MAC1+ %: also measured in Myeloid diff 2; calls as there; GFP+ MAC1+ double positive, %; measured here: differentiation confirmed by MAC1 staining
* = called active by the depositor; i = inactive; ? = inconclusive; . = no result given; + = active, no number.

Below each SMILES – West Nile antiviral	Autophagy mod	Autophagy mod cell loss 18 h	WT yeast gro inh	WT yeast gro inh mutant strain	T cell HTS	T cell HTS vesicle-bound %	Lipid droplet	Lipid droplet cells 6.5 µM	bCat nuc transl	bCat nuc transl cell count 5 µM	Ins promoter up	Ins promoter up cell count	Myeloid diff 2	Myeloid diff 2 GFP+ MAC1+ %	MT stabilizer	MT stabilizer Hoechst-high %	MT stabilizer cytotoxicity %
- Cc1nc(NC2=NCN(CCCN3CCOCC3)CN2)nc2c(C)cccc12
  .	i	-3	2	0	i	48	-3	623	.	.	0.07	1238	i	0.4	4.7	0.9	8.0
- O=C(Nc1ccc(-c2nnn(CC(=O)N3CCN(C(=O)c4ccco4)CC3)n2)cc1)c1ccccc1F
  1.5%	i	-16	-15	-12	i	42	0	659	-1.5	993	0.53	1622	.	.	3.3	2.2	7.3
- Cc1ccc2nc(NC(=O)CSc3nc4ccccc4o3)sc2c1
  -0.8%	i	-12	5	19	i	41	0	795	.	.	-0.72	935	i	3.1	2.1	1.7	8.1
- CC(NC(=O)Nc1ncccn1)(C(F)(F)F)C(F)(F)F
  -0.4%	i	21	-8	-2	i	31	14	785	-7.0	1104	0.27	717	i	0.6	2.6	2.1	3.9
- COc1ccccc1CNC(=O)c1ccc(OCC2CCCO2)cc1 (stereo not drawn)
  -0.5%	i	8	5	-14	i	29	-4	624	-1.6	1070	0.98	1442	i	0.6	2.3	1.9	10
- CC(C)(C)c1cc(CCC(=O)N2CCC2)cc(C(C)(C)C)c1O
  0.3%	.	.	.	.	i	62	14	671	.	.	.	.	i	1.1	.	.	.
- COC(=O)c1c(NC(C)=O)sc(C(=O)Nc2ccccc2OC)c1C
  0.8%	i	3	1	1	i	39	30	756	-0.7	1064	0.01	1397	i	0.7	1.8	2.6	8.5
- Cn1c(=O)n(CCc2ccccc2)c(=O)c2c1nc1n2CCCN1c1ccccc1
  0.4%	i	0	-8	1	.	.	0	745	.	.	1.2	861	i	4.0	3.0	2.7	4.8
- CC(=O)c1nn(-c2cccc(Br)c2)cc1C(=O)c1ccc(Cl)cc1
  -0.7%	i	-2	-3	-22	i	51	2	742	.	.	-0.79	1316	i	0.6	3.5	2.6	2.5
- CSc1ccc(-c2cccc([N+](=O)[O-])c2)nn1
  0.6%	i	5	-2	-2	i	19	8	681	-1.4	1053	-0.76	1414	i	0.8	3.5	2.1	4.5
- CCOCC(=O)Nc1cc([N+](=O)[O-])ccc1OC
  0.9%	i	3	-7	-6	i	68	-8	678	-1.0	1016	0.08	1506	i	0.1	1.2	1.6	5.6
- Cc1cccc(N2CC(O)(c3cccs3)[N+]3=C2CCCC3)c1 (stereo not drawn)
  -0.3%	i	6	0	0	i	62	-4	671	-1.2	1062	-1.6	1034	i	1.3	4.5	1.9	8.1
- O=C(CN(CCc1ccccc1)C(=O)CNS(=O)(=O)c1ccccc1)NCc1ccco1
  -0.2%	i	-8	2	14	i	36	.	.	-0.4	1102	-0.04	1255	i	1.7	5.0	3.3	11
- CCC(=O)NC(c1ccc(OC)cc1)c1c(O)ccc2ccccc12 (stereo not drawn)
  -0.9%	i	30	-4	-16	i	38	-1	668	0.5	1539	0.14	1427	i	3.0	18*	26*	63*
- O=C(Nc1cccnc1)c1ccccc1Oc1ccccc1
  0.1%	i	-4	26	30	i	21	0	767	0.2	1185	0.05	1151	i	0.4	2.1	1.5	6.0
- COC(=O)Cc1ccc(NC(=S)NCc2ccc(F)cc2)cc1
  -0.1%	i	4	-2	-25	i	45	-3	656	1.6	1103	0.75	1559	i	0.7	2.8	2.0	4.1
- Cc1ccc(N=Cc2c(O)cc(C)oc2=O)c(C)c1
  0.8%	i	4	8	-1	i	58	8	715	-5.9	1092	0.15	1467	i	0.2	6.6	1.9	25
- Cc1c(/N=C(\[O-])Nc2ccc(Br)cc2)sn[n+]1C
  -0.3%	.	.	.	.	i	10	-2	691	0.6	1388	0.26	1407	i	0.7	.	.	.
- Cc1cccc2c(C(=O)O)c3c(nc12)CCCCC3
  0.8%	i	-8	14	-3	i	39	1	788	-1.2	1187	-0.28	672	i	0.6	2.1	1.3	10
- NC12CCc3c(no[n+]3[O-])C1(O)CC(c1ccccc1)=[N+]2[O-] (stereo not drawn)
  0.3%	i	-3	-5	-25	i	26	-2	808	-12	1044	.	.	i	1.5	1.8	0.6	4.2
- CCn1c(Cc2ccc(OC)cc2)nnc1SCC(=O)NC1CCCCC1
  -0.1%	i	12	0	-4	i	36	.	.	-1.0	1012	-1.4	1149	i	2.0	3.6	1.6	7.7
- COc1cccc2sc(Nc3nnc(-c4ccccc4Cl)o3)nc12
  1.5%	+	35*	9	-2	i	42	-92	523	6.2	1006	.	.	?	.	10	45	30
- CC1CCC(C(=O)NC(C(=O)Nc2ccccn2)C(C)C)CC1 (stereo not drawn)
  -1.8%	.	.	.	.	i	35	16	758	.	.	.	.	i	1.9	.	.	.
- CC1Cc2cc(S(=O)(=O)CCC(=O)NCc3ccco3)ccc2N1C(=O)C1CC1 (stereo not drawn)
  1.7%	.	.	.	.	i	48	0	760	.	.	.	.	i	5.4	.	.	.
- Cc1ccc(NC(=O)c2cc3cc(OC(F)(F)F)ccc3[nH]2)cc1
  -0.2%	.	.	.	.	i	20	-5	724	-1.1	1025	-0.69	1367	.	.	.	.	.
- CCc1nn(CC(=O)N2CC(C)CC(C)C2)c(=O)c2cccn12 (stereo not drawn)
  -0.4%	.	.	.	.	i	9	15	748	.	.	.	.	i	1.2	.	.	.
- COc1ccccc1/C=C/C=N/n1c(-c2n[nH]c3c2CCC3)n[nH]c1=S
  -0.5%	.	.	.	.	i	32	1	723	62*	236*	-0.51	1344	i	0.2	.	.	.
- Cc1ccc(-n2nc3c(c2NC(=O)CC(C)C)CS(=O)(=O)C3)c(C)c1
  0.1%	.	.	.	.	i	49	-4	739	.	.	.	.	i	0.8	.	.	.
- CCN(CC)C(=O)C1=C(C)Nc2nc3ccccc3n2C1c1cccc(OC)c1 (stereo not drawn)
  -0.8%	i	-7	-29	11	i	32	14	749	.	.	.	.	i	0.3	1.2	1.8	2.8
- CC(NC(=O)C(=O)N1CCOCC1)C(c1cccs1)N1CCN(c2ccc(F)cc2)CC1 (stereo not drawn)
  -0.4%	.	.	.	.	i	5	5	734	.	.	.	.	i	1.1	.	.	.
- COc1ccccc1C(=O)NNC(=O)c1cccc(C)c1
  0.0%	.	.	.	.	i	21	0	791	.	.	.	.	i	0.7	.	.	.
- CCCCC(=O)Nc1ccc(NC(=O)c2ccc([N+](=O)[O-])cc2Cl)cc1OC
  0.2%	i	-7	-12	-15	i	53	10	695	-1.6	984	-0.03	1376	i	0.1	1.8	4.1	5.0
- CC(C)C(C(=O)NCC1CCCO1)N(Cc1ccco1)C(=O)CNS(=O)(=O)c1ccccc1 (stereo not drawn)
  0.0%	i	3	-5	0	i	42	.	.	-4.8	964	.	.	i	1.1	4.5	2.3	3.0
- COc1cc2c(cc1OC)CN(C(=O)CCN1C(=O)C3CCCCC3C1=O)CC2 (stereo not drawn)
  -0.6%	i	5	7	2	i	34	5	744	-0.8	1119	0	1188	i	1.2	1.6	3.9	11
- CC(=O)c1ccc(OCC(C)C)c(CC(C(N)=O)C(N)=O)c1
  0.7%	i	2	8	3	i	20	.	.	-1.3	1012	.	.	i	7.1	1.9	2.4	12

In the list so far, these have bromine.
Below each SMILES – West Nile antiviral	Autophagy mod	Autophagy mod cell loss 18 h	WT yeast gro inh	WT yeast gro inh mutant strain	T cell HTS	T cell HTS vesicle-bound %	Lipid droplet	Lipid droplet cells 6.5 µM	bCat nuc transl	bCat nuc transl cell count 5 µM	Ins promoter up	Ins promoter up cell count	Myeloid diff 2	Myeloid diff 2 GFP+ MAC1+ %	MT stabilizer	MT stabilizer Hoechst-high %	MT stabilizer cytotoxicity %
- CC(=O)c1nn(-c2cccc(Br)c2)cc1C(=O)c1ccc(Cl)cc1
  -0.7%	i	-2	-3	-22	i	51	2	742	.	.	-0.79	1316	i	0.6	3.5	2.6	2.5
- Cc1c(/N=C(\[O-])Nc2ccc(Br)cc2)sn[n+]1C
  -0.3%	.	.	.	.	i	10	-2	691	0.6	1388	0.26	1407	i	0.7	.	.	.

This is a random part of the collection; any-hit rate near 3.9%.
